# Assay outcomes (PubChem)
# H9c2 TAG inh: inhibitors of triacylglycerol accumulation, primary screen, cell-based, uHTS, fluorescence, H9c2 | H9c2 cells, Nile Red lipid (TAG) fluorescence; cells loaded with 200 µM oleic acid | inhibition, % at 12.5 µM | 230,000 tested, 0.66% active;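 active = pattern-corrected inhibition of lipid staining of at least 50% with the nuclear-stain viability signal not falling by more than 50%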;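 note: 0% = DMSO wells and 100% = triacsin C control wells; some results filed as inactive read as strong as hits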
# H9c2 TAG inh DAPI viability: also measured in H9c2 TAG inh; calls as there; DAPI nuclei signal change (viability), lower = more cytotoxic, %;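 whole-well DAPI fluorescence read on a plate reader as a viability signal; minus 50 percent equals half of cells still viable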
# Numbers without * were called inactive. A portion of the library; the hit share may differ from the screen's.
SMILES,H9c2 TAG inh,H9c2 TAG inh DAPI viability
Cc1ccc(S(=O)(=O)N(CC(=O)NCCC2=CCCCC2)Cc2ccccc2)cc1,10,-11
CCOc1ccccc1NC(=O)COC(=O)C12CC3CC(CC(O)(C3)C1)C2,-14,3
Cc1ccc(S(=O)(=O)Nc2nc3ccccc3nc2N2CCc3ccccc3C2)cc1,-15,12
COc1ccc(COCC(O)CN2CCN(S(=O)(=O)c3c(F)cccc3F)CC2)cc1OC (stereo unspecified),0,0
CC(C)(C)OC(=O)C[C@@H]1C/C=C\C[C@@H](CC(=O)NCCO)C(=O)N[C@H](Cc2ccccc2)COC1=O,-5,2
CCOCCCNC(=O)N[C@@H](Cc1ccccc1)C(=O)OC,-25,14
COc1ccc(NC(=S)N2CCN(Cc3ccccc3)CC2)cc1,6,2
O=C(CNC(=S)N(Cc1ccccc1)Cc1ccccc1F)NCc1ccc(Cl)cc1,-6,8
OC(COc1cccc2ccccc12)CN1CCCC1 (stereo unspecified),30,21
CCC1(C)Cc2ccccc2-c2nc(-c3ccccc3)oc(=O)c21 (stereo unspecified),-1,-3
Cc1ccc(C(=O)NC(C(=O)NC2CCCC2)c2ccccc2)cc1 (stereo unspecified),-6,-12
O=C(COC(=O)c1n[nH]c2ccccc12)Nc1ccc([N+](=O)[O-])cc1,-7,14
COc1ccc(C(=O)NCC(=O)OCC(=O)NCc2ccco2)cc1,0,10
Cc1nc2ccccc2n1Cc1ccc(Br)cc1,-24,-11
Cc1ccc(S(=O)(=O)N2CCOCC2)cc1NC(=O)CSc1nnnn1C1CCCC1,12,-12
CCN(CC)C(=S)Nc1ccc2nc3n(c(=O)c2c1)CCCCC3,0,13
Cc1noc(C)c1-c1ccc(C(=O)NCCc2ccccc2)c2occc12,19,-14
CCOc1ccccc1NC(=O)CN1C(=O)C(C)SC(C)C1=O (stereo unspecified),1,-3
Cc1noc(C)c1C(=O)OCC(=O)Nc1ccc(C(N)=O)cc1,5,-10
C=CC[C@H](CC(=O)NCCO)C(=O)N[C@@H](COC(=O)[C@H](CC=C)CC(=O)OC(C)(C)C)Cc1c[nH]c2ccccc12,0,2
CCC(C)NC(=O)CN(c1cc(Cl)cc(Cl)c1)S(C)(=O)=O (stereo unspecified),-9,-5
Cc1ccc(S(=O)(=O)N2CCN(C(=O)COC(=O)C3CC3C)CC2)c(C)c1 (stereo unspecified),-21,3
NC(=O)c1cccc(-c2coc3c(C(=O)NCCc4ccccc4)cccc23)c1,11,6
CN1CCN(S(=O)(=O)c2ccc(N3CCN(c4ccccc4Cl)CC3)nc2)CC1,20,16
CC(C)NC(=O)CSc1nnc(-c2ccncc2)n1-c1ccccc1,-4,7
CSCCC(NC(=O)c1ccccc1Cl)C(=O)NCCOc1ccc(C)cc1 (stereo unspecified),15,-3
CC1Cc2cc(/C(O)=C3/C(=O)C(=O)N(CCCn4ccnc4)C3c3ccco3)ccc2O1 (stereo unspecified),9,-3
C=CCNC(=S)NNC(=O)C(CCCC)CC(C)(C)O (stereo unspecified),-3,-4
Cc1cc(C)c(S(=O)(=O)N2CCC(C(=O)NCc3ccc(Cl)cc3Cl)CC2)c(C)c1,-63,-22
CCOC(=O)c1[nH]c(C)c(C(=O)OCC)c1C,-18,8
Cc1ccc(-c2csnn2)cc1,5,-7
OCCC1CN(Cc2c(F)cccc2Cl)CCN1C1CCCC1 (stereo unspecified),-9,5
COc1ccccc1-n1c(-c2ccccc2)c[nH]c1=S,-16,3
CCOC(=O)c1cnc2c(F)ccc(F)c2c1Sc1ccccc1,-2,-6
CCN(CC)c1ccc(CNC23CN4CN(CN(C4)C2)C3)cc1,6,-11
CCCCNC(=O)Cn1nnc(-c2ccccc2)c1COc1ccc(C(C)=O)cc1,10,-10
CC(C)(C)CNC(=O)C1(C)CCN1C(=O)Cc1ccc(C(C)(C)C)cc1 (stereo unspecified),1,15
C=CC[C@@H](CC(=O)N[C@H](CO)Cc1ccccc1)C(=O)N[C@H](COC(=O)[C@H](CC=C)CC(=O)OC(C)(C)C)Cc1c[nH]c2ccccc12,22,2
CC(Oc1ccc(F)cc1)C(=O)Nc1sc2c(c1C(=O)NCc1cccnc1)CCCC2 (stereo unspecified),5,-4
CCCCCCN=CC1=C(O)C(C(=O)OC)C(C)(C)CC1=O (stereo unspecified),2,2
Cc1onc(-c2ccccc2Cl)c1C(=O)N1CCN(C(=O)c2ccco2)CC1,-4,3
O=C(NCc1ccc(Cl)cc1)Nc1ccc(F)cc1,-46,0
CC1CC(=O)Nc2ccccc2N1C(=O)CN1C(=O)C(=O)N(C)C1=O (stereo unspecified),9,-9
O=C(CCS(=O)(=O)c1ccc(F)cc1)Nc1nnc(-c2ccco2)o1,-9,8
CC(=O)Nc1ccc2sc(C)nc2c1,-5,-7
COC(=O)C1=C(C(=O)OC)[C@@H]2N(C)c3ccccc3[C@@]23C[C@@H](CO)N(C(=O)c2cccs2)C3=N1,-3,-3
CCOc1ccc(-n2cc(C(=O)NCc3ccco3)c3cc(OC)c(OC)cc3c2=O)cc1,2,8
CCc1nc2ccc(C(=O)Nc3cc(-c4ccccc4)ccc3OC)cn2c1N(C)CCCc1ccccc1,21,7

# The closing 4 entries of the part before open the next one.
SMILES,H9c2 TAG inh,H9c2 TAG inh DAPI viability
CC(=O)Nc1ccc2sc(C)nc2c1,-5,-7
COC(=O)C1=C(C(=O)OC)[C@@H]2N(C)c3ccccc3[C@@]23C[C@@H](CO)N(C(=O)c2cccs2)C3=N1,-3,-3
CCOc1ccc(-n2cc(C(=O)NCc3ccco3)c3cc(OC)c(OC)cc3c2=O)cc1,2,8
CCc1nc2ccc(C(=O)Nc3cc(-c4ccccc4)ccc3OC)cn2c1N(C)CCCc1ccccc1,21,7
COc1ccc(-c2noc(CSc3nc4ccccc4c(=O)n3-c3ccc(C)cc3)n2)cc1,-22,-20
COc1ccccc1N1CCN(C(=O)COc2cccc(C)c2C)CC1,1,-1
Cc1cccc(OCC(=O)N2CCN(c3nnc(-c4ccccc4)c4ccccc34)CC2)c1,4,-3
Fc1ccc(CNc2ncnc3c2cnn3-c2ccccc2)cc1,-43,2
Cc1ccc(C2=CN(Cc3ccccc3)CCC2=O)cc1,-2,-3
CCOc1cc(C(=O)NC2CC(C)(C)NC(C)(C)C2)cc(OCC)c1OCC,2,7
COc1ccccc1C(=O)n1nc(-c2cccnc2)nc1N,-3,-11
COc1cc2c(cc1OC)C1=C(C#N)CCC(=NC(=O)c3ccc(Cl)cc3)N1CC2,-15,0
CC(=O)Nc1cncc(-c2cccc(C(=O)NC3CC3)c2)n1,7,7
CC(=O)Nc1cc(-c2cccc(F)c2)cn2c(-c3ccc(S(C)(=O)=O)cc3)cnc12,15,11
O=C(NCCc1ccco1)c1nn(Cc2ccccc2)c(=O)c2ccccc12,-7,-12
CS(=O)(=O)N1CCN(C(=O)c2cc(-c3cccs3)nc3ccccc23)CC1,-4,16

# Six structures from above, ordered by molar mass, descending.
SMILES,H9c2 TAG inh,H9c2 TAG inh DAPI viability
COc1ccc(-c2noc(CSc3nc4ccccc4c(=O)n3-c3ccc(C)cc3)n2)cc1,-22,-20
COc1cc2c(cc1OC)C1=C(C#N)CCC(=NC(=O)c3ccc(Cl)cc3)N1CC2,-15,0
CS(=O)(=O)N1CCN(C(=O)c2cc(-c3cccs3)nc3ccccc23)CC1,-4,16
CCOc1cc(C(=O)NC2CC(C)(C)NC(C)(C)C2)cc(OCC)c1OCC,2,7
Fc1ccc(CNc2ncnc3c2cnn3-c2ccccc2)cc1,-43,2
CC(=O)Nc1cncc(-c2cccc(C(=O)NC3CC3)c2)n1,7,7

# (listing goes on)
SMILES,H9c2 TAG inh,H9c2 TAG inh DAPI viability
O=C(CCC(=O)c1cccs1)OCc1nc2ccccc2s1,-21,15
CC1(C)CC(=O)C=C(c2ccc(-c3cnc4ccccc4c3)cc2)C1=O,-1,0
COc1ccc(Cn2c(C)nc3c(c2=O)c2nc4ccccc4nc2n3Cc2ccco2)cc1,17,-1
CCc1ccc(-c2nc(C)c(CCO)c(=O)[nH]2)cc1,8,-5
CCCN(CCC)S(=O)(=O)c1ccc(C(=O)Nc2nnc(COC)o2)cc1,22,-3
CN(C)c1ccc(/C=C(\C#N)c2ccccn2)cc1,-14,5
Cc1cc(C(C)(C)CC(C)(C)C)ccc1OCCOCC[N+](C)(C)Cc1ccccc1,120,-77
Cc1ccc(NC(=O)CN(C)C(=O)C2CCC2)cc1,10,-19
COc1ccc(OCc2nnc(SCC(=O)O)n2N)cc1,2,-2
O=C(O)c1cc2cc(S(=O)(=O)O)ccc2cc1O,-14,-2
CSc1ccc(/C=N/NC(=O)CNc2ccc3ccccc3c2)cc1,-4,6
CCS(=O)(=O)c1ccc2oc(SCC(=O)NCc3ccccc3)nc2c1,14,-6
O=S(=O)(c1ccc(Cl)cc1)N1CCC(O)(CN2CCN(Cc3ccccc3)CC2)CC1,-20,7
Cc1nc2c(cc(Oc3ccc(S(=O)(=O)N4CCOCC4)cn3)c3ccsc32)s1,-44,9
Cc1cccc(OCC(=O)O/N=C(\N)c2ccc(Br)cc2)c1,2,4
CC(C)=NN1C(=O)c2ccccc2NC1(C)C,4,-3
O=C(CSc1nc2cc(Cl)ccc2s1)N1CCN(C(=O)c2ccco2)CC1,19,-4
CN1CC(c2ccccc2)Oc2ccccc2C1=S (stereo unspecified),2,-10
COC(=O)c1cccc(C(=O)N2CCCC(CNC(=O)c3ccccc3Cl)C2)c1 (stereo unspecified),-1,-3
Cc1ccc(C)c(NC(=O)Cn2nnc(C(=O)NCc3cccs3)c2N)c1,8,-17
Cc1ccc(S(=O)(=O)N2CCC(C(=O)NCc3ccncc3)CC2)cc1,-2,15
CC(=O)Nc1ccc(OCc2cccc([N+](=O)[O-])c2)cc1,-8,7
COc1ccc(C(=O)OCC(=O)c2ccc3c(c2)NC(=O)CO3)cc1OC,2,11
CCCCCCN1C[C@@H](O)[C@H](n2cc(C3CC3)nn2)C[C@@H]1c1ccccc1,-7,10
CCOC(=O)c1cnc(-c2ccccc2O)nc1Cl,5,4
O=C(c1cccs1)N1CCC(c2ccccc2)C1 (stereo unspecified),-9,-1
Cc1ccc(NS(=O)(=O)c2ccc3c(c2)c(=O)n(C)c(=O)n3C)cc1F,-13,0
Cc1nnc(NC(=O)C2=COCCO2)s1,14,-3
O=C(CSc1cccs1)Nc1ccc(Cl)cc1,-7,-7
COCCn1cc(C(=O)NCc2ccco2)c2c3ccccc3n(C)c2c1=O,14,-7
COc1cccc(C2C(=O)c3ccccc3C2=O)c1,3,6
CCN(C(=O)COC(=O)/C(C#N)=C/c1ccc(N(C)C)cc1)C1CCS(=O)(=O)C1 (stereo unspecified),-6,4
O=C(CCC(=O)c1cccs1)NCc1ccc(Cl)cc1,-9,1
CC(=O)C1=C(O)C(=O)N(c2ccc(O)cc2)C1c1ccc(C)cc1 (stereo unspecified),10,-5
Cc1nn(CC(=O)NCc2ccco2)c(C)c1[N+](=O)[O-],0,0
CC1=CC2=NC(=O)CC(C)(C(=O)N(CC(=O)NC3CCCC3)c3cc(C)cc(C)c3)N2C=C1 (stereo unspecified),-7,2
O=C(NC1CCCCC1)C(=S)NCc1ccccc1,-10,3
COc1cc(-c2noc(C)c2C(=O)NCCc2c[nH]c3ccccc23)cc(OC)c1OC,1,2
CC(C)(C)NS(=O)(=O)c1ccc(OCC(=O)Nc2ccc3c(c2)OCCO3)cc1,-4,14
COc1ccc2cc(OCC(=O)NNC(=O)Nc3ccc(OC)c(OC)c3)ccc2c1,-20,1
Clc1cccc(CNc2ccn3nc(-c4cccc(OCc5ccccc5)c4)cc3n2)c1,12,23
Cc1ccc(C(=O)NCCSc2ccc(Cl)cc2)cc1[N+](=O)[O-],-3,-5
CC(C)(C)c1ccc(OCCNC(=O)Cc2ccc(F)cc2)cc1,-3,-13
CCOC(=O)c1nn(-c2ccc3c(c2)OCCO3)cc1O,-1,-8
CCCCN(CCCC)CP(=O)(c1ccccc1)c1ccccc1,5,-2
Cc1cc(C)n(CCC(=O)N/N=C/c2ccc(Cl)c([N+](=O)[O-])c2)n1,0,1
CCCOc1ccc(C(=O)CCC(=O)OC(C)C(=O)Nc2ccc(NC(C)=O)cc2)cc1 (stereo unspecified),-1,-12
CCOc1ccc(CC(=O)N/N=C/c2sccc2C)cc1,4,5
COc1ccc(C2CC(=O)OC3=C2C(=O)CC(C)(C)C3)c(OC)c1 (stereo unspecified),-11,-2
Cn1c(CCN2CCCCC2)nc2cc(NS(=O)(=O)c3ccc(Cl)cc3)ccc21,6,7
O=C(N/N=C/c1cccc([N+](=O)[O-])c1)c1c[nH]c2ccccc12,-3,0
CC(=O)Nc1ccc(-c2nc3cc(Cl)ccc3o2)cc1,-21,32
O=C(C1CC(=O)N(c2ccccc2F)C1)N1CCOCC1 (stereo unspecified),-5,-4
CCOc1ccc(CN(C)CC(=O)NCc2ccccc2Cl)cc1,-9,-4
Cc1ccccc1NC(=O)C1CCCN(S(=O)(=O)c2c(C)noc2C)C1 (stereo unspecified),15,-8
NC(=O)COC(=O)c1ccccc1OCc1ccc(Cl)cc1,-2,0
C/C(=N\S(=O)(=O)c1ccc(C)cc1)NC(=S)Nc1ccc(C)cc1,0,-3
O=C(NN1C(=O)C2C(C1=O)C1C=CC2C12CC2)c1ccc(Cl)cc1 (stereo unspecified),2,-12
CCc1nc2ccc(C(=O)NCCOc3ccc(OC)cc3)cn2c1N(C)C(=O)C1CCCCC1,2,-1
Cc1ccc(C)c(S(=O)(=O)N2CCN(C(=O)c3cccnc3)CC2)c1,-7,4
